# Bioassay records deposited in PubChem by several laboratories.
# FLuc stim CS: firefly luciferase counter-screen for stimulation assays; P08659; ATPlite luciferase biochemical, luminescence, 10 min; 0 = ATP-free wells, 1 = DMSO control; activation factor at 10 µM; 200,000 tested, under 10 active;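 active = luciferase activation factor, scaled between plate controls, of at least 2 with compound at 10 µM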
#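 Assay system – cell-free luciferase reagent · Medium – PBS-based ATP solution · Dosing – test compounds dosed from 2 mM stocks in 100% DMSO · Timing – 10 min, room temperature · Technique – light output (luminescence) · Measure – luminescence gain marking luciferase activators · Controls – No-ATP low control, compound-free enzyme-plus-ATP high control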
# RAM network inh: inhibitors of the yeast RAM network | 1.8% of 190,000 active | inhibition, % at 50 µM | AID 868 | S. cerevisiae dse1pr::URA3 reporter, 5-FOA growth OD615, 2 d; analog-sensitive cbk1-as2 kinase mutant strain;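 active = inhibition above a set limit, 3 SD over mean compound inhibition, cut at about 8.4% in these data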;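 note: 0% = DMSO-only wells with no growth and 100% = 10 µM 1-NA-PP1 full growth; inhibition rescues growth on 5-FOA so higher OD means more RAM inhibition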
# L major viab: Leishmania major promastigote growth inhibition. 9% of 200,000 active. Leishmania major promastigotes, resazurin fluorescence viability. AID 1063. inhibition, % at 10 µM; in the data active = inhibition above about 50%;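 note: promastigotes grown with compound for 44 hours at 28 °C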
# TNAP inh no acc: TNAP (human) inhibition, acceptor-free conditions; inhibition, % at 20 µM; purified TNAP, CDP-star luminescence, 30 min; 0.26% of 200,000 active; P05186;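 active = tissue-nonspecific alkaline phosphatase inhibition above about 50% at 20 µM in the single-dose screen, limit read from the data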;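 note: 0% = DMSO negative control and 100% = EDTA positive control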
# Target sequence (P05186 whole entry, looked up): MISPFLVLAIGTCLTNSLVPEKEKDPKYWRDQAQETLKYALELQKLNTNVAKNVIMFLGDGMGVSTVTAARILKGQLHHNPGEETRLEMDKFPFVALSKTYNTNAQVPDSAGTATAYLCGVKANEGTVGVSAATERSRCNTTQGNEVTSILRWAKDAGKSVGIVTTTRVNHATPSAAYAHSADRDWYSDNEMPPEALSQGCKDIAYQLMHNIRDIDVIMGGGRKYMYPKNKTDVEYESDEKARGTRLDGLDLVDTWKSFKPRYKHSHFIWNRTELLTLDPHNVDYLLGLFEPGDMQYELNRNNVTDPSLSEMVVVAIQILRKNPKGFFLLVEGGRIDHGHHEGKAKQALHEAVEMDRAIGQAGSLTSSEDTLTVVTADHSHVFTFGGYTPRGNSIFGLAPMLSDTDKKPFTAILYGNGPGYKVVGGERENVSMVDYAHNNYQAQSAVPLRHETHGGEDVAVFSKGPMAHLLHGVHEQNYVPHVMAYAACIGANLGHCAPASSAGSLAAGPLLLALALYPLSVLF
# bIAP act: intestinal alkaline phosphatase (bovine) activation. purified bovine IAP, CDP-star luminescence, 30 min; hits give high values; fold of DMSO-control signal, blank-subtracted. activation factor at 20 µM. 0.17% of 200,000 active. AID 1016;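 active = activation factor of 2 or more at 20 µM, a signal rise over negative controls twice the positive control's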
# FLuc inhib CS: inhibits firefly luciferase, flagging false hits in luciferase inhibition screens. P08659. ATPLite firefly luciferase biochemical luminescence, 10 min. inhibition, % at 10 µM. 1.5% of 200,000 active. AID 1006;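 active = inhibition above about 50% when tested at 10 µM, limit read from the data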
# TNAP inh hiacc: inhibitors of human TNAP at high phosphate acceptor concentration; P05186; purified TNAP, CDP-star luminescence, 1 M DEA; inhibition, % at 20 µM; 0.03% of 200,000 active;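 active = over 50% inhibition of tissue-nonspecific alkaline phosphatase at 20 µM in the single-dose screen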;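 note: plate controls were DMSO wells for no effect and EDTA-quenched wells as full inhibition for full effect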
# APP 5UTR inh: APP translation inhibition. SH-SY5Y APP 5'UTR-luciferase reporter, luminescence. 0.82% of 190,000 active. AID 1285. inhibition, % at 2 µM;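 active = inhibition above a set limit, derived from the sample mean plus 3 SD, cut at about 45% in these data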; note: values of inactives mirror those of a sister screen read the other way
# TNAP act hiacc: TNAP (human) activation, high acceptor. P05186. purified TNAP, CDP-star luminescence, 1 M DEA, 30 min; hits give high values; 0 = EDTA background, 1 = DMSO-only activity. activation factor at 20 µM. 200,000 tested, under 10 active;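 active = activation factor at least 2 at 20 µM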
#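 Measured by: Luminescent substrate turnover signal | Test system: Human TNAP | Input: TNAP 1/800 final | Dosing: 20 µM single point | Schedule: 30 min, room temperature | Controls: EDTA wells as negative control, DMSO wells as positive control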
# bIAP inh: blocks bovine intestinal alkaline phosphatase activity | inhibition, % at 20 µM | purified bovine IAP, CDP-star luminescence, 30 min | AID 1019 | 190,000 tested, under 10 active;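 active = over 50% inhibition of intestinal alkaline phosphatase at 20 µM in the single-dose screen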
#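 System: purified bovine intestinal alkaline phosphatase (IAP) enzyme; Input: IAP diluted 1/65,000,000 in the well; Measured by: CDP-star luminescence signal; Compound dosing: 20 µM single dose; Incubation: 30 min reaction at room temperature.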
# The depositor's hits bear a star; · = no result given. Rows are unselected. Share with any hit: about 13%.
SMILES,FLuc stim CS,RAM network inh,L major viab,TNAP inh no acc,bIAP act,FLuc inhib CS,TNAP inh hiacc,APP 5UTR inh,TNAP act hiacc,bIAP inh
Cc1cc(=O)n2nc(N3CCC(C(=O)NC4CCCc5ccccc54)CC3)sc2n1 (stereo not given),1,0.7,1.6,-9.7,1,1.5,-2.1,8.4,1,-4.1
Cc1nonc1NC(=O)OCCN1CCOC1=O,1.1,0.4,-6.2,-10.7,1,-5.1,-2.5,1.1,1,3.2
Cc1ccc(C)c(NC(=S)NCc2cccs2)c1,1,0.4,0.5,2.0,1.1,-4.1,-0.3,2.8,1,-8.7
COc1cccc(-c2ccc(SCC(=O)N3CCN(c4ccccc4)CC3)nn2)c1,1.1,3.3,4.6,-10.8,1.1,-6.1,-1.4,-17.2,1,-9.5
COc1cc2c(cc1OC)C(c1cccc(OC)c1OC)CC(=O)N2 (stereo not given),1.1,3.5,9.9,-11.6,0.9,-7.7,-6.9,-8.0,1.1,12.0
CC(C)(C)C1CCC(=NNC(=S)NCc2ccccc2)CC1 (stereo not given),1.1,7.2,0.0,-10.3,1.1,-6.1,-0.5,-6.4,1,-6.3
CCN(CC(=O)O)S(=O)(=O)c1cc(Cl)ccc1Cl,1,3.5,-8.1,-10.8,0.9,-4.6,-1.9,-2.5,1,9.8
CC1=NN(Cc2ccccc2)C(=O)C1C(c1ccccc1)C(C#N)C#N (stereo not given),1,1.9,9.9,-2.7,1,-3.2,7.4,-10.0,0.9,-4.4
COc1ccc(CCNc2cc(N3CCN(C(=O)c4ccc(C)cc4)CC3)ccc2[N+](=O)[O-])cc1OC,1,0.3,5.5,-10.3,0.9,-1.8,5.8,-7.0,0.9,7.1
CCCSC(=O)N(CC)CC(=O)Nc1c(CC)cccc1CC,1,0.9,5.5,-5.0,0.9,-3.8,-1.0,5.7,1,5.2
COc1ccc(N(CC(=O)NCc2cccs2)S(=O)(=O)c2cccnc2)cc1,1.1,1.4,-2.6,-8.9,0.9,-8.2,-1.7,3.8,1,8.8
CCN1CCN(C(=O)c2ccc(Cn3c(=O)[nH]c4cc(OC)c(OC)cc4c3=O)cc2)CC1,1,1.3,14.3,-10.7,1.1,-3.7,-8.3,-2.9,1.1,-11.9
CCc1cc(=O)oc2c(CN3CCN(C)CC3)c(O)c(Cl)cc12,1.1,0.9,-0.3,-10.6,1,-12.0,-7.9,-14.5,1.1,3.5
CCC(=O)NC(C)C(c1cccs1)N1CCN(c2ccccc2)CC1 (stereo not given),1.1,0.1,-1.3,-10.9,1,-7.5,-4.7,14.7,1,-1.3
S=C(NC1CCCCC1)N1CCc2ccccc2C1,0.9,-1.3,-0.1,-0.2,1.1,9.6,0.7,-12.4,1,-10.5
CC1(CCc2ccccc2)NC(=O)N(CC(=O)Nc2ccc3c(c2)OCCO3)C1=O (stereo not given),1,1.4,14.7,-6.3,1,-3.5,-1.7,-7.9,1,-4.6
CCOCCCNC(=O)C(c1ccc(C)cc1)N(Cc1cccs1)C(=O)c1ccccc1O (stereo not given),1.1,4.7,5.3,-1.2,1.3,-9.8,-3.5,4.6,1,-26.3
COc1ccc(C2C=C(c3ccc(Br)cc3)Nc3nc(NS(C)(=O)=O)nn32)cc1 (stereo not given),1,13.4*,-17.4,-14.7,1,-2.6,-0.8,6.1,1,2.6
CN(Cc1cc2ccccc2[nH]c1=O)S(C)(=O)=O,1,0.3,-4.6,-7.2,0.9,-4.0,-0.7,-17.6,1,7.0
Cc1ccc2c(c1)CCCN2C(=O)c1cc2ccccc2oc1=O,1,0.8,4.8,-1.5,0.9,-1.5,1.8,0.2,1,8.9
Cc1nc2ccccn2c1-c1nnco1,1.1,0.7,0.1,-11.6,0.9,-5.9,-7.4,-11.9,1.1,7.5
COc1ccc(S(=O)(=O)Nc2ccccc2OC)cc1NC(=O)CC1CC2CCC1C2 (stereo not given),1,3.5,100.3*,-11.5,0.9,-4.2,-1.1,-15.5,1,6.8
COc1cc(NC(=O)c2cccs2)c(OC)cc1NC(=O)CCn1nnc2ccccc21,1.1,3.8,1.7,-6.2,1,-5.1,-5.2,9.1,1.1,-1.8
O=C(COC(=O)c1ccc(Cl)c(S(=O)(=O)NCc2ccccc2)c1)NCC1CCCO1 (stereo not given),1.1,0.5,0.3,-10.1,1,-5.0,-2.1,-6.5,1,-2.6
N/C(=N\OC(=O)COc1ccccc1Cl)c1ccccn1,0.7,0.0,40.6,-4.8,1,33.8,2.9,-201.4,1,2.6
# (next part)
SMILES,FLuc stim CS,RAM network inh,L major viab,TNAP inh no acc,bIAP act,FLuc inhib CS,TNAP inh hiacc,APP 5UTR inh,TNAP act hiacc,bIAP inh
CC(C)[C@H](NC(=O)NCc1cccs1)C(=O)O,1,1.6,-8.3,-9.9,1,-4.7,-3.7,7.1,1,1.2
COc1ccc(NC(=O)CN2CCCCC2)c([N+](=O)[O-])c1,1,0.6,0.2,-10.4,0.8,-0.5,0.0,-47.1,1,18.4
Cc1cccc(OCCCCc2c(C)n[nH]c2C)c1C,1.1,-0.3,9.3,-0.3,1.3,-8.3,-2.3,6.0,1,-31.7
C/C(=N\Nc1ccc([N+](=O)[O-])cc1[N+](=O)[O-])C(C)C(C)C (stereo not given),1,9.6*,6.7,5.8,0.7,-2.7,6.8,1.1,0.9,34.6
COc1ccccc1N/C=C/C(=C(C#N)C#N)N(C)C,1,1.1,8.4,-7.2,1.1,-4.9,-5.0,11.6,1.1,-10.9
C#CCOCCOCCOCCNc1nc(N2CCN(C(=O)[C@H]([C@@H](C)CC)n3cc([C@@H](N)Cc4ccc(O)cc4)nn3)CC2)nc(N2CCN(C(=O)[C@H](Cc3cc4ccccc4[nH]3)n3cc([C@@H](N)C(C)CC)nn3)CC2)n1 (stereo not given in full),1.1,2.3,-1.7,-66.7,1.6,-9.6,-7.7,-9.5,1.1,-59.0
COc1cc(/C=C2\CC/C(=C\c3cc(OC)c(O)c(OC)c3)C2=O)cc(OC)c1O,1,2.4,57.8*,61.1*,0.3,-1.5,57.3*,5.0,0.4,·
O=C(Nc1cccc(S(=O)(=O)N2CCCCC2)c1)Nc1ccc(Cl)cc1Cl,1,4.8,59.9*,-83.4,1.1,-3.8,-11.6,-2.1,1.1,-5.5
NC(=O)N/N=C/c1cn(-c2ccccc2)nc1-c1ccccc1,0.6,3.0,2.7,-2.6,0.9,36.1,2.5,-9.3,1,9.3
N#C/C(=C\c1ccc(N2CCOCC2)o1)C(=O)Nc1ccc(O)cc1,0.5,2.6,-0.5,34.8,0.4,50.0*,38.4,-21.9,0.6,·
Cc1cc(=O)[nH]c(N/N=C/c2c(C)nn(-c3ccccc3Cl)c2Cl)n1,0.9,1.7,-2.5,-23.7,1.1,8.6,-3.5,0.6,1,-5.2
COc1ccc(-c2nc(C#N)c(NC(C)C)o2)cc1,0.9,0.4,4.7,-18.1,1,7.1,-6.3,-46.1,1.1,3.3
CC(=O)c1cc(NC(=O)c2cccc(C(F)(F)F)c2)c(=O)oc1C,1,4.6,1.5,-1.2,1,-2.5,-1.2,-0.9,1,4.9
Cn1c(Cc2ccccc2)nnc1SCc1cc(=O)n2ccsc2n1,1,0.1,-3.3,2.0,1,-1.2,0.6,0.8,1,2.6
Cc1cccc(C)c1N1CCN(C(=O)N2CCOCC2)CC1,1,2.9,-7.9,1.7,1.1,-1.1,-1.4,-13.9,1,-6.2
O=C(CCc1nnc(CCC2CCCCC2)o1)NCCc1ccccn1,1,-0.9,0.1,-9.8,1.1,-4.6,-4.9,-3.9,1,-5.3
C/C(N)=C(/C#N)C(=O)CN1CCCCC1,1.1,1.6,-7.0,-14.2,0.9,-6.9,-7.8,-8.4,1.1,11.3
Cc1ccc(O)c(N=Cc2ccc(C)s2)c1,0.6,-0.4,-1.7,8.7,1.1,37.1,5.8,-11.7,0.9,-7.6
CC(=O)NNc1[nH]c2c(c(=O)c1[N+](=O)[O-])c(=O)n(C)c(=O)n2C,1.1,-0.2,-6.0,-4.4,1,-5.6,-1.0,7.8,1,1.7
CON1C(=O)C(=O)N(OC)C2CCCCCC21 (stereo not given),1,0.2,-4.9,-11.6,0.9,-4.5,0.4,-16.5,1,9.6
COc1ccc(NC(=O)CSc2nccn2-c2ccccc2)cc1,1,1.4,-3.1,-5.0,0.8,-2.5,-0.3,-10.0,1,22.5
O=C(NCc1cccnc1)c1ccc(CS(=O)(=O)c2ccc(Cl)cc2)o1,1,0.7,-2.6,-8.6,0.9,4.4,-3.7,·,1,5.9
COc1ccc(CCNC(=O)c2ccc(=O)[nH]c2)cc1,1,0.9,-10.2,-1.2,1,-2.7,-2.6,0.0,1,0.0

# Part of the list above, with tabs.
SMILES	FLuc stim CS	RAM network inh	L major viab	TNAP inh no acc	bIAP act	FLuc inhib CS	TNAP inh hiacc	APP 5UTR inh	TNAP act hiacc	bIAP inh
Cn1c(Cc2ccccc2)nnc1SCc1cc(=O)n2ccsc2n1	1	0.1	-3.3	2.0	1	-1.2	0.6	0.8	1	2.6
Cc1cccc(C)c1N1CCN(C(=O)N2CCOCC2)CC1	1	2.9	-7.9	1.7	1.1	-1.1	-1.4	-13.9	1	-6.2
O=C(CCc1nnc(CCC2CCCCC2)o1)NCCc1ccccn1	1	-0.9	0.1	-9.8	1.1	-4.6	-4.9	-3.9	1	-5.3
C/C(N)=C(/C#N)C(=O)CN1CCCCC1	1.1	1.6	-7.0	-14.2	0.9	-6.9	-7.8	-8.4	1.1	11.3
Cc1ccc(O)c(N=Cc2ccc(C)s2)c1	0.6	-0.4	-1.7	8.7	1.1	37.1	5.8	-11.7	0.9	-7.6
CC(=O)NNc1[nH]c2c(c(=O)c1[N+](=O)[O-])c(=O)n(C)c(=O)n2C	1.1	-0.2	-6.0	-4.4	1	-5.6	-1.0	7.8	1	1.7
CON1C(=O)C(=O)N(OC)C2CCCCCC21 (stereo not given)	1	0.2	-4.9	-11.6	0.9	-4.5	0.4	-16.5	1	9.6
COc1ccc(NC(=O)CSc2nccn2-c2ccccc2)cc1	1	1.4	-3.1	-5.0	0.8	-2.5	-0.3	-10.0	1	22.5
O=C(NCc1cccnc1)c1ccc(CS(=O)(=O)c2ccc(Cl)cc2)o1	1	0.7	-2.6	-8.6	0.9	4.4	-3.7	·	1	5.9
COc1ccc(CCNC(=O)c2ccc(=O)[nH]c2)cc1	1	0.9	-10.2	-1.2	1	-2.7	-2.6	0.0	1	0.0
